Assay outcomes: PubChem BioAssay, several laboratories
ADAM10 inh = ADAM10 inhibition, QFRET primary screen. O14672. recombinant ADAM10, EDANS/DABCYL FRET peptide cleavage, 3 h. inhibition, % at 7 µM. hit rate 0.62% among 370,000;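 active means inhibition above a per-campaign cutoff equal to the mean of compounds falling between control-based bounds plus 3 SD, cut at about 20% in these data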;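 further: 0% = DMSO wells while the 100% control is not disclosed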
proKLK7 act = activates the human kallikrein-7 zymogen; hit rate 0.9% among 370,000; activation, % at 7 µM; P49862; AID 652039; purified proKLK7, EDANS-DABCYL substrate fluorescence; 100% is mature enzyme control, 0% vehicle;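 active means activation above the mean of all tested compounds plus 3 SD, computed per campaign excluding outliers beyond control limits, cut at about 13% in these data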
HGIII-sPLA2 inh = Blocks human group III sPLA2 activity; Q9NZ20; QFRET BODIPY PC-A2 liposome hydrolysis, fluorescence; inhibition, % at 12.2 µM; hit rate 0.56% among 370,000; AID 743126;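 active means inhibition above mean plus 3 SD of compounds lying within the high and low control bounds, cut at about 19% in these data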;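 further: 0% = median of test compound wells and 100% = no enzyme DMSO wells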
Target sequence (Q9NZ20 whole entry, looked up): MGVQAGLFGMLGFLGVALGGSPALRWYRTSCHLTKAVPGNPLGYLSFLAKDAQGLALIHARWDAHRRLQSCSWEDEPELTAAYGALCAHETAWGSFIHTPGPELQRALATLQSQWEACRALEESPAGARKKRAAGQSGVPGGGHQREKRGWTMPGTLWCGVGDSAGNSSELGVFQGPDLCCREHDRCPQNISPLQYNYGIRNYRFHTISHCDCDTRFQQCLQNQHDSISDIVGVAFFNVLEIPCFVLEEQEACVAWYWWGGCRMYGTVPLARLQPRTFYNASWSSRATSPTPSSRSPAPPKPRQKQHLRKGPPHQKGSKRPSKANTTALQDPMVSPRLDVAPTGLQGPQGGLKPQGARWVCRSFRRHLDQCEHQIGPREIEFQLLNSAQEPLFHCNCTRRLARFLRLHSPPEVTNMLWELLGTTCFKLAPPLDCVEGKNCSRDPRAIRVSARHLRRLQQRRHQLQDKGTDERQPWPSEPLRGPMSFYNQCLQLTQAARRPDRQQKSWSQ
ARFGAP1 inhibitor = inhibitors of rat ARFGAP1. Q62848. Arfgap1-stimulated ARF1 GTP hydrolysis, GDP FP detection. inhibition, % at 16.5 µM. hit rate 0.26% among 360,000. AID 651572;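 active means inhibition above a per-plate limit, mean inhibition of low control wells plus 3 SD, cut at about 25% in these data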;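 further: 0% = DMSO wells with enzyme and 100% = wells lacking Arfgap1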
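Repeats: one replicate per compound; assay system: rat Arfgap1 catalytic domain, aa 1-136; times: enzyme reaction 120 min at 25 °C after 20 min preincubation; detection: FP of antibody-bound GDP Alexa 633 tracer, ex 620/em 688 nm; benchmarks: high control wells lacking Arfgap1, low control full reaction with DMSO; reagent: human ARF1(Δ1-17)-GTP substrate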
NPR1 activator = GC-A (human) enzyme activation; P16066; HEK293 GC-A cells, cGMP TR-FRET, EC30 ANP; 0% at EC30 ANP, 100% saturating ANP; activation, % at 10 µM; hit rate 0.14% among 370,000; in the data active means activation above about 40%
rCAG binder = binds r(CAG) RNA repeats. r(CAG) RNA repeat, TO-PRO-1 dye displacement fluorescence. inhibition, % at 3 µM. hit rate 1.3% among 370,000. AID 651821;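 active means inhibition above the plate cutoff, the mean of all test compounds on that plate plus 3 SD, cut at about 35% in these data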;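 further: 0% = DMSO alone and 100% = 100 µM mitoxantrone as full dye displacement; higher means more dye released from RNA so lower well fluorescence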
GC-B act = GC-B (human) receptor activation; P20594; HEK293-GC-B cells, CNP EC30, cGMP TR-FRET; 0% at EC30 CNP, 100% saturating CNP; activation, % at 10 µM; hit rate 0.11% among 370,000; AID 1920062;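 active means activation at 10 µM reaching about 35% in either raw or pattern-adjusted values, limit read from the data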
FXN GAA850 act = activators of GAA850 frataxin (FXN) promoter; HEK293 lucGAA850 FXN promoter luciferase reporter, 24 h; percent of 10 µM SAHA response; activation, % at 6 µM; hit rate 0.56% among 360,000;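 active means activation above the average of all compounds screened plus 3 SD, cutoff fixed separately per campaign, cut at about 7.5% in these data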;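 further: 0% = DMSO wells and 100% = 10 µM SAHA wells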
DDE Tn6 FP inh = DD(E)-Tn6 binding inhibition, primary FP screen; P02675; Fibrin DD(E) TRITC-Tn6 fluorescence polarization displacement; inhibition, % at 8.3 µM; hit rate 0.21% among 370,000;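 active means inhibition above a per-campaign cutoff: mean of compounds within control limits plus 3 SD, cut at about 15% in these data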;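 further: 0% = median of all compound wells on the plate and 100% = blocking peptide control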
Target sequence (P02675 whole entry, looked up): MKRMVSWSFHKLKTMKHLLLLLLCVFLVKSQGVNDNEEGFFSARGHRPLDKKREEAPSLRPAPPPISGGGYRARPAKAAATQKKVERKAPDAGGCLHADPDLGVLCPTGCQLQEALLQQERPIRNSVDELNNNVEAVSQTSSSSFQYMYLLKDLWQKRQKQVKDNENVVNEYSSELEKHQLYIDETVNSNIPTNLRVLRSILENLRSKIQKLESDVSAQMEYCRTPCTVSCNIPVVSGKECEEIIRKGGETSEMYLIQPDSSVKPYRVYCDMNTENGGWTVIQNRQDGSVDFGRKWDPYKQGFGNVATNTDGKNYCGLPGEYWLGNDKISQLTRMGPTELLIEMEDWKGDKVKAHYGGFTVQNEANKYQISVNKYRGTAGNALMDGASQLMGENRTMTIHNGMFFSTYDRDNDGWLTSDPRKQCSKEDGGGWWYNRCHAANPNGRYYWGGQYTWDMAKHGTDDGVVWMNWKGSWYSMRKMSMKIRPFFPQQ
ASAP1 inh = blocks human ASAP1-stimulated Arf1 GTP hydrolysis; Q9ULH1; inhibition, % at 16.5 µM; GDP FP detection; hit rate 0.19% among 360,000; in the data active means inhibition above about 25%;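 further: 0% = vehicle with enzyme and substrate and 100% = no enzyme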
Active calls of the source: *; . = no result given.

smiles	ADAM10 inh	proKLK7 act	HGIII-sPLA2 inh	ARFGAP1 inhibitor	NPR1 activator	rCAG binder	GC-B act	FXN GAA850 act	DDE Tn6 FP inh	ASAP1 inh
Cc1csc(NC(=O)CSc2ccc([N+](=O)[O-])cn2)n1	11.2	0.3	5.1	3.0	-1.1	2.6	-7.2	0.8	0.0	-1.2
Cc1cccc(CSc2ccc3nnc(-c4cccs4)n3n2)c1	6.8	0.2	-2.5	-2.1	-0.9	6.4	-5.9	1.9	5.0	-11.1
CCOC(=O)c1ccc(CSc2nnc(C)n2N)o1	7.2	-0.3	5.6	5.6	4.5	6.3	-2.5	0.8	3.2	3.5
COc1cc(CNCCN2CCOCC2)ccc1OCc1ccc(Cl)cc1Cl	13.2	0.3	-7.0	-8.6	0.0	-3.0	-9.8	-1.5	-3.0	16.9
COc1cc(OC)cc(C(=O)Nc2cccc(NC(=O)c3ccccc3)c2)c1	8.4	1.1	-13.3	6.8	5.1	3.4	2.0	0.3	-13.9	8.4
COc1ccc(N(CC(=O)NCCSCc2ccco2)S(=O)(=O)c2ccccc2)cc1OC	8.0	0.1	-8.6	1.9	-2.8	0.7	-3.9	0.8	0.7	-3.5
Cc1cccc(NC(=O)C2CCCN2S(=O)(=O)c2cccc3cccnc23)c1C (stereo not drawn)	6.0	0.0	-1.3	.	3.5	1.5	-2.7	.	-0.6	.
CC(C)CC(=O)c1c(O)c(C=O)c(O)c2c1O[C@@]1(C)[C@@H](C2)C[C@H]2C[C@@H]1C2(C)C	0.0	0.3	0.2	6.0	-0.2	0.8	-1.7	1.2	-5.5	2.6
Cc1cccc(C)c1-n1nnnc1C1(Nc2ccccc2)CCCCC1	14.5	0.1	5.7	7.3	-14.9	-3.3	-18.6	1.2	0.4	15.0
CCn1cc(CN2CCCC(C(=O)Nc3ccc(-c4nc5ccccc5[nH]4)cc3)C2)c(C)n1 (stereo not drawn)	-22.3	0.2	-10.1	-16.1	5.3	-1.7	11.9	4.3	-5.0	3.8

2 of the compounds above, field by field:
Cc1cccc(NC(=O)C2CCCN2S(=O)(=O)c2cccc3cccnc23)c1C (stereo not drawn)
  ADAM10 inh = 6.0
  proKLK7 act = 0.0
  HGIII-sPLA2 inh = -1.3
  ARFGAP1 inhibitor = .
  NPR1 activator = 3.5
  rCAG binder = 1.5
  GC-B act = -2.7
  FXN GAA850 act = .
  DDE Tn6 FP inh = -0.6
  ASAP1 inh = .
CC(C)CC(=O)c1c(O)c(C=O)c(O)c2c1O[C@@]1(C)[C@@H](C2)C[C@H]2C[C@@H]1C2(C)C
  ADAM10 inh = 0.0
  proKLK7 act = 0.3
  HGIII-sPLA2 inh = 0.2
  ARFGAP1 inhibitor = 6.0
  NPR1 activator = -0.2
  rCAG binder = 0.8
  GC-B act = -1.7
  FXN GAA850 act = 1.2
  DDE Tn6 FP inh = -5.5
  ASAP1 inh = 2.6

Other entries:
smiles	ADAM10 inh	proKLK7 act	HGIII-sPLA2 inh	ARFGAP1 inhibitor	NPR1 activator	rCAG binder	GC-B act	FXN GAA850 act	DDE Tn6 FP inh	ASAP1 inh
CCc1nn(C(C)C(=O)NCc2cccc(Cl)c2)c(=O)c2cc3occc3n12 (stereo not drawn)	-7.5	0.6	-18.4	-3.7	-8.2	3.7	-7.4	0.0	5.3	10.9
CC(C)(C)Cc1nnc(NS(=O)(=O)Cc2ccccc2)s1	2.5	-0.3	-2.1	4.9	-0.6	5.8	4.0	1.1	1.7	-4.9
COc1ccc(/C=C/C(=O)OCc2cc(=O)n3c(n2)sc2ccccc23)cc1	-11.9	0.2	8.2	2.5	-1.0	6.3	-3.1	3.2	-5.4	22.9
CN(C(=O)COC(=O)CN1C(=O)c2ccccc2C1=O)c1c(N)n(Cc2ccccc2)c(=O)[nH]c1=O	-2.1	-0.1	-7.2	-19.5	0.3	2.5	2.9	1.7	-2.5	-9.5
Cc1ccc(C)c(N(CC(=O)NC2CCCC2)C(=O)CCC(=O)Nc2cc(C)on2)c1	1.5	0.4	-4.5	-0.1	-8.9	-3.4	-8.5	0.0	4.7	-9.7
COc1ccc(CNC(=O)C2CCCN(C(=O)Nc3ccccc3OC)C2)cc1 (stereo not drawn)	-2.0	0.3	-1.4	-5.2	2.4	-4.3	4.6	-1.3	-6.4	3.8
O=C(NCCc1ccncc1)Nc1ccc(Cl)cc1	2.9	0.2	3.8	0.4	1.8	0.2	-5.8	0.0	-7.7	3.2
COc1ccccc1C(=O)Nc1nnc(S(=O)(=O)N2CCC(C)CC2)s1	10.7	0.6	-2.3	6.5	-3.7	12.1	0.2	1.4	2.3	-2.7
CCCCn1cnc2c(Sc3c([N+](=O)[O-])ncn3C)nc(N)nc21	-1.4	0.1	3.1	0.3	8.1	0.2	15.7	-1.7	7.3	0.8
CS(=O)(=O)Nc1ccc(C(=O)Nc2ccc3c(c2)OCO3)cc1	4.1	0.1	2.9	3.7	0.4	-1.1	-0.1	2.9	-3.4	-5.7
CCOC(=O)c1c(NC(=O)C2=C(C)NC(=S)NC2c2ccccc2C(F)(F)F)sc(C)c1C (stereo not drawn)	-0.9	-0.7	4.7	-2.3	-7.7	5.9	-3.1	3.3	0.9	-9.6
CN1CCN(S(=O)(=O)c2cccs2)CC1	-7.0	-0.7	-3.2	-3.9	-2.5	1.4	2.6	1.8	5.3	4.1
Cc1c([N+](=O)[O-])cc(C(=O)Oc2ccc(Br)cc2C(=S)N2CCCCC2)cc1[N+](=O)[O-]	2.5	0.1	-8.8	3.1	-1.3	15.2	0.0	-4.4	-11.1	0.1
COc1cc(OC)cc(C(=O)NCC2CCCN(Cc3cccc(C(C)=O)c3)C2)c1 (stereo not drawn)	-4.8	-0.2	-0.2	-1.6	-13.5	-3.5	-1.4	-0.1	-4.1	2.9
O=C(CSc1ncnc2c1cnn2-c1ccc(F)cc1)NCC1CCCO1 (stereo not drawn)	-2.8	-0.6	6.0	-4.4	3.7	-6.2	-7.7	-1.1	0.6	-3.1
O=C(CCc1ccccc1)Nc1ncn[nH]1	4.7	-0.5	-3.2	2.5	2.3	0.6	1.1	-0.4	-0.2	-2.5
Nc1ccc(C(=O)Nc2ccc(Nc3ccncc3)cc2)cc1	-2.3	0.7	-13.2	3.1	0.8	1.5	-4.5	0.1	-7.7	4.4
Nc1nc(NCc2ccco2)nc(N2CCN(Cc3ccccc3)CC2)c1[N+](=O)[O-]	3.3	1.0	-2.3	-0.9	0.2	4.6	-6.6	2.7	-0.1	7.9
COc1ccc(Cl)c2sc(N(CCN(C)C)C(=O)CCS(=O)(=O)c3ccc(C)cc3)nc12	-4.0	0.1	-6.7	3.1	-11.7	-1.9	-11.1	1.2	-6.4	-7.5
O=C(NCc1ccccc1CN1CCCC1)c1ccc(OCc2cscn2)cc1	-2.2	-0.6	-1.2	-7.2	-5.2	-0.9	-2.8	1.1	-2.9	8.8
CN(C(=O)c1cc(-c2cccs2)nn1-c1ccccc1)C1CCS(=O)(=O)C1 (stereo not drawn)	-4.7	-0.6	-1.5	-2.2	2.4	2.2	4.9	-1.5	-1.6	6.3
COc1ccc(NC(=O)Cn2c3ccccc3c3nc4n(c(=O)c32)CCS4)cc1OC	-2.6	0.2	3.5	22.6	0.2	2.7	-1.7	0.5	-3.2	4.8
Cc1cccn2c(CNC3CCCc4ccccc43)c(C(=O)N3CCCCC3)nc12 (stereo not drawn)	-4.8	0.4	-6.5	-15.2	-1.6	-10.1	1.1	1.2	1.8	14.4
CC1(C(=O)NS(=O)(=O)C2CC2)CCCN(C(=O)c2ccccc2)C1 (stereo not drawn)	-10.1	0.2	0.2	10.5	4.8	3.3	-1.3	-0.8	4.5	-13.9
CCN(C(=O)c1ccc(N2CC3CC(C2)c2cccc(=O)n2C3)c(NC(=O)c2ccncc2)c1)c1cccc(C)c1 (stereo not drawn)	4.1	0.3	1.8	-2.8	1.3	-3.6	0.4	-0.2	-0.2	10.7
COc1ccc(CCC(=O)NC(C)C)cc1	-0.2	-0.2	-3.3	5.0	-4.1	-0.6	4.1	0.4	0.1	-1.4
C/C(=N/NC(=O)C1CCCCC1)c1ccc([N+](=O)[O-])cc1	7.2	-0.5	8.2	-5.3	-0.6	-2.4	-1.3	3.2	2.0	-8.6
Cc1cccc(S(=O)(=O)c2c(N)n(/N=C/c3ccccc3)c3nc4ccccc4nc23)c1	-4.2	0.6	1.5	-15.3	-1.2	6.8	-1.6	0.6	6.0	-0.6
Cc1ccc(NC(=O)c2sc3nc(N4CCOCC4)c4c(c3c2N)CCCC4)cc1	-55.4	0.1	-2.1	-3.1	22.2	10.2	20.0	1.1	-4.9	6.8
COC(=O)c1ccc(CN2CCN(CC=C(C)C)C(CCO)C2)cc1 (stereo not drawn)	-12.3	-0.3	2.1	-8.2	1.8	-6.0	0.6	-1.4	-6.8	-9.4
CCOC(=O)c1sc(/N=C/N(C)C)nc1C	-0.8	0.1	-5.8	-7.8	4.0	-1.3	-0.9	1.6	-0.5	0.5
COc1ccccc1NC(=O)N(CCN1CCOCC1)Cc1cc2cc(C)cc(C)c2[nH]c1=O	-22.6	0.5	-0.8	2.1	0.9	-6.7	-2.3	1.0	-1.0	-17.8
O=C(/C=C/[C@H]1O[C@@H](n2ccc(=O)[nH]c2=O)[C@H](O)[C@@H]1O)N1CCN(Cc2ccc(F)cc2)CC1	-1.7	0.6	3.2	-9.8	1.0	6.5	0.6	.	7.1	14.1
Cc1cccc(C)c1OCC(=O)Nc1ccccc1C(F)(F)F	3.4	0.3	-1.1	1.6	2.9	-0.8	-6.3	1.2	1.1	-1.1
Cc1ccc(-n2c(-c3cnccn3)n[nH]c2=S)c(Br)c1	6.3	0.4	5.6	1.2	1.4	1.3	-2.3	0.3	2.8	10.2
CCCC1CCC2(CCCN2CCOC(=S)Nc2ccccc2Cl)CC1 (stereo not drawn)	4.4	.	1.9	.	0.0	.	-5.3	.	0.4	.
O=C(CN1CCCc2ccccc21)N/N=C/c1ccc(O)cc1O	-43.3	-5.3	-3.1	11.3	-2.5	11.9	-0.7	-4.2	-5.8	8.3
COc1ccc(OC)c(C(=O)COC(=O)c2cccnc2SC)c1	-9.5	0.8	2.3	10.1	-1.9	-3.7	3.2	2.6	-8.0	3.5
